# hcGAS inh = inhibitors of human cGAS. Q8N884. recombinant h-cGAS, ATP depletion, Kinase-Glo luminescence. inhibition, % at 12.5 µM. 290,000 tested, 0.081% active;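 note: 0% = vehicle reaction and 100% = reaction without DNA for no activity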
# Target sequence (Q8N884 whole entry, looked up): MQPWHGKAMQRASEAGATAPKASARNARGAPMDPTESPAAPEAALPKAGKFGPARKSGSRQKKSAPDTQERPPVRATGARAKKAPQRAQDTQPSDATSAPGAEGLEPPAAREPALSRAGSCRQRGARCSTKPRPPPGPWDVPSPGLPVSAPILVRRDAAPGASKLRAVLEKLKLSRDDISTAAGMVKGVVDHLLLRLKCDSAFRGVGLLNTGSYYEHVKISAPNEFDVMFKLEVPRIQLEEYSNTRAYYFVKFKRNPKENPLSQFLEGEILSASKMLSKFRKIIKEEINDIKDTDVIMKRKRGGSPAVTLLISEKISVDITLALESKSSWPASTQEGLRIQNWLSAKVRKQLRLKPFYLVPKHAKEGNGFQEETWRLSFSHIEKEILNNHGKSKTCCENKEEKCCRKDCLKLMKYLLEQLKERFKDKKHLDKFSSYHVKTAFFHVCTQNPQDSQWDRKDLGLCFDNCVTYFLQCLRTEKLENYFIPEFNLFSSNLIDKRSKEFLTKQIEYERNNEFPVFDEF
# NPYLR7 agonist = activates Aedes aegypti NPYLR7 receptor; HEK293T NPYLR7/Galpha15, GCaMP6s calcium fluorescence; activation, % at 10 µM; 270,000 tested, 0.15% active; AID 1259423; in the data active = activation above about 40%;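 note: 0% = vehicle and 100% = reference agonist at the receptor; some compounds past the cut are filed as inactive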
# mcGAS inh = inhibitors of mouse cGAS. Q8C6L5. recombinant cGAS, Kinase-Glo ATP depletion luminescence. inhibition, % at 12.5 µM. 160,000 tested, 0.15% active. AID 1259399;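 note: 0% = negative control wells and 100% = reference inhibitor with no enzyme activity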
# Active calls of the source: *; . = no result given; & = joins results of further samples. Cut-off read from the data, not from the text of the source, unless noted: active = inhibition above about 40%; inactive = the rest. Random draw from the library. About 0.27% of those tested had a hit in this group.
SMILES,hcGAS inh,NPYLR7 agonist,mcGAS inh
O=C(O)/C=C/c1ccc(-c2cccc(Cl)c2)s1,-3,9,-4
O=C(NCCc1cccs1)c1cc(-c2ccc3c(c2)OCO3)nc2ccccc12,-7,19,-5
CCc1ccccc1NC(=O)N(CCOC)Cc1nc(C(=O)NC2CCN(Cc3ccccc3)CC2)cs1,-10,14,-4
CCc1ccc(C(=O)N2CCC3(CCC(=O)N(CCCN(C)C)C3)CC2)[nH]1,-1,.,-4
CCOC(=O)c1c(NC(=O)Cn2nc(C(F)(F)F)cc2C)sc2c1CCC(C(C)(C)C)C2 (configuration not stated),-3,2,.
COc1ccc(C2CC(c3ccccc3F)=NN2C(=O)CN2CCN(C(C)=O)CC2)cc1 (configuration not stated),-1,0,-4
CC(C)=CC(=O)NCCC1CCCN(Cc2ccco2)C1 (configuration not stated),-7,1,.
Cc1cccc(C)c1N(CC(=O)NN=C1CCCCCCC1)S(C)(=O)=O,-5,-4,.
C=CCN1C[C@@H]2C[C@@H](C(N)=O)N(C(=O)C3CCCCC3)c3cccc(c32)C1=O,-1,1,-1
O=C(CSc1ccc(-c2ccc(-n3cccn3)cc2)nn1)N1CCN(c2ccccc2)CC1,-5,23,-8
COc1ccc(-c2ccc(C(=O)N(C)CCC#N)c(F)c2)c(F)c1,-4,-4,.
CCOC(=O)c1nc2cc(Cl)c(Cl)cc2nc1N1CCCN(C(=O)c2ccc(C#N)cc2)CC1,-3,-10,-2
O=S(=O)(/C=C/c1ccc(Cl)cc1)Nc1cccc(Oc2ncccn2)c1,-5,7,.
C[C@H](CCC(=O)O)[C@H]1CCC2C3C(=O)CC4CC(=O)CC[C@]4(C)C3CC(=O)[C@@]21C (some centres not stated),-1&-3,-5&-13,.
O=C1CC(c2ccc(Cl)cc2)CC2=Nc3ccccc3NC(c3ccc(Cl)c(Cl)c3)C12 (configuration not stated),-1,-10,-4
O=C(CN1C(=O)/C(=C/c2ccccc2)SC1=S)NNC(=O)c1cccnc1,-4,0,-1
CCOC(=O)C1CCN(C(=O)c2ccc(CSc3nc(N4CCCCC4C)cc(C(F)(F)F)n3)cc2)CC1 (configuration not stated),1,6,2
Cc1c(C(=O)O)oc2ccc(I)cc12,-1,11,.
CC(=O)Cn1c(=O)c2c(nc3n(-c4ccc(N(C)C)cc4)c(C)cn23)n(C)c1=O,-6,0,-10
CCOc1ccccc1NC(=O)N(Cc1ccc(OS(=O)(=O)CC)cc1)C(C)CC (configuration not stated),-11,-4,-7

# Sorted by count of non-hydrogen atoms (lowest first): some entries from above
SMILES,hcGAS inh,NPYLR7 agonist,mcGAS inh
Cc1c(C(=O)O)oc2ccc(I)cc12,-1,11,.
CC(C)=CC(=O)NCCC1CCCN(Cc2ccco2)C1 (configuration not stated),-7,1,.
Cc1cccc(C)c1N(CC(=O)NN=C1CCCCCCC1)S(C)(=O)=O,-5,-4,.
O=C(CN1C(=O)/C(=C/c2ccccc2)SC1=S)NNC(=O)c1cccnc1,-4,0,-1
O=C(NCCc1cccs1)c1cc(-c2ccc3c(c2)OCO3)nc2ccccc12,-7,19,-5

# Shown with two lines to a compound: 2 of the compounds above
# Second line of a record – hcGAS inh, NPYLR7 agonist, mcGAS inh
O=C(CSc1ccc(-c2ccc(-n3cccn3)cc2)nn1)N1CCN(c2ccccc2)CC1
 : -5, 23, -8
COc1ccc(C2CC(c3ccccc3F)=NN2C(=O)CN2CCN(C(C)=O)CC2)cc1 (configuration not stated)
 : -1, 0, -4

# The list continues.
SMILES,hcGAS inh,NPYLR7 agonist,mcGAS inh
CC1CN(C(=O)c2cc3ccsc3n2Cc2ccccc2F)CCN1C(=O)Nc1ccccc1F (configuration not stated),-3,14,-6
O=C(CNCCCN1CCOCC1)N(Cc1ccccc1)Cc1ccco1,-2,-17,.
CC(C)c1cc(C(=O)NCc2nc(-c3ccccc3)n[nH]2)n(C)n1,-2,5,-9
Cc1c(C#N)sc(NC(=O)CCl)c1C#N,7,2,45*
Cc1ccc(-n2c(SCc3ccc(F)cc3)nnc2C(Cc2ccccc2)NC(=O)/C=C/c2ccc([N+](=O)[O-])cc2)cc1 (configuration not stated),-4,13,-5
CC(C)CNC(=O)C(NC(=O)C(C)C)C1CCN(C(=O)c2ccc(Cl)cc2)CC1 (configuration not stated),-3,-3,-2
Cn1c(=O)c(-c2c(-c3ccccc3)ncn2CC(O)CO)cc2ccccc21 (configuration not stated),5,2,.
Cc1ccc(NC(=O)c2ccc(S(=O)(=O)N(C)C)o2)cc1,-16,6,.
CCNC(=O)Cn1c(CO)cnc1SCc1cccc(C(F)(F)F)c1,-1,20,-7
O=C(CNC(=O)c1ccccc1)NCC(=O)N1CCOC(COCc2ccccc2F)C1 (configuration not stated),-6,-1,-7
Cc1ccc(-c2[nH]ncc2CNC2CCCC(C(F)(F)F)C2)o1 (configuration not stated),-10,2,.
COc1ccc(NC(=O)CSc2nnc(N)s2)cc1,-5,5,.
COC(=O)C(C(F)(F)F)C(F)(F)SC(C(C)=O)=C(C)O (configuration not stated),8,0,.
O=C(Nc1nc2ccccc2n1CCN1CCOCC1)c1cccc([N+](=O)[O-])c1,-4,-5,0
Cc1ccc(Nc2nc(-c3ccc4c(c3)oc(=O)n4C)cs2)cc1C,-7,4,.
Cc1ccc(-c2ccc(CCC(=O)N3CCCN(C=O)CC3)n2-c2ccc(CC#N)cc2)c(C)c1,-4,-2,-11
Cc1cn2c3c(=O)[nH]c(=O)n(C)c3nc2n1C(C)c1ccccc1 (configuration not stated),-3,4,.
CCCCOc1ccc(S(=O)(=O)N2CCC(c3c[nH]c4ccc(OC)cc34)CC2)cc1,-6,4,-8
CCN(C(=O)CN(C)Cc1ccc(C)cc1C)C1CCS(=O)(=O)C1 (configuration not stated),-4,13,.
COCC(=O)NCCCn1nc(-c2ccc(C)cc2)ccc1=O,-1,1,.

# 4 of the compounds above, with bars between the fields:
compound | hcGAS inh | NPYLR7 agonist | mcGAS inh
Cc1ccc(-c2ccc(CCC(=O)N3CCCN(C=O)CC3)n2-c2ccc(CC#N)cc2)c(C)c1 | -4 | -2 | -11
Cc1cn2c3c(=O)[nH]c(=O)n(C)c3nc2n1C(C)c1ccccc1 (configuration not stated) | -3 | 4 | .
CCCCOc1ccc(S(=O)(=O)N2CCC(c3c[nH]c4ccc(OC)cc34)CC2)cc1 | -6 | 4 | -8
CCN(C(=O)CN(C)Cc1ccc(C)cc1C)C1CCS(=O)(=O)C1 (configuration not stated) | -4 | 13 | .

# (listing goes on)
SMILES,hcGAS inh,NPYLR7 agonist,mcGAS inh
Clc1ccc(-c2ccc3nnc(-c4cccc(Cl)c4)n3c2)cc1,-2,-3,-8
Cc1cccc(COn2c(=O)c(-c3ccccc3)[n+]([O-])c3ccccc32)c1,-4,2,-7
COc1ccc(N(CC(=O)NC2CC2)S(=O)(=O)c2ccccc2[N+](=O)[O-])c(OC)c1,-4,-4,.
Cc1cc(C(=O)N2CCN(c3cc(Cl)ccc3C)CC2)c2c(=O)[nH]n(C)c2n1,0,-2,-16
FC(F)Oc1ccc(NC(=S)NC2CCCC2)cc1,-1,21,.
CN(C)S(=O)(=O)N1CCN(C(=O)c2ccco2)CC1,-8,-1,.
Fc1cccc(Oc2ccc3c(C4CC4)noc3n2)c1,-5,2,-8
Cc1nn(C)c(Cl)c1S(=O)(=O)N1C[C@@H]2[C@@H]3CC[C@@H](C3)[C@@H]2C1,-5,-4,.
Cc1ccsc1CN(C)C(=O)C1(Oc2cccnc2C)CCNCC1,-1,0,.
CCCCN(CC(=O)N(CCc1c[nH]c2ccccc12)Cc1ccc(OC)cc1)C(=O)Nc1ccccc1OC,3,13,-3
CC1(C(=O)NCCc2ccccc2)CCN1CCc1ccccc1 (configuration not stated),-13,-5,.
CSCc1ccc(NC(=O)C(=O)NCc2ccc(C)nc2)cc1,-3,2,.
CC(=O)c1ccc(NC(=O)CCN(C)CCOc2ccc(C)cc2)cc1,-5,-1,.
CCOC(=O)C1CCCN(C(=O)CC(c2ccc(Cl)c(Cl)c2)c2c[nH]c3c(CC)cccc23)C1 (configuration not stated),-1,1,-2
Cc1cc(NC(=O)C2CC2)n(-c2nc3c(cnn3-c3cccc(C)c3C)c(=O)[nH]2)n1,-7,.,-7
Fc1ccccc1-c1noc2nc(OCc3ccc(-n4cncn4)cc3)ccc12,-7,-2,-8
CCN(Cc1cccc(F)c1)CC(O)COc1ccccc1 (configuration not stated),0,2,.
COc1ccc(C(=O)N2CCN(c3nc4cc(C)c(C)cc4nc3-c3ccccc3)CC2)cc1,-9,.,-7
CCSc1ccccc1C(=O)Nc1c2c(nn1CC(=O)NCc1ccco1)CSC2,10,-5,3
CCCCc1ccc(C(=O)N(CCC(C)C)C(C)c2nc3ccccc3c(=O)n2-c2ccccc2Cl)cc1 (configuration not stated),-4,.,-5
Cc1noc(C)c1CCC(=O)Nc1cccc(-c2nnc3n2CCCCC3)c1,-3,2,.
CC1CCc2sc(C(=O)N=Nc3c(O)[nH]c4ccc(Br)cc34)cc2C1 (configuration not stated),-1,3,.
CCCN(C(=O)Cn1ccc(=O)c2ccccc21)[C@@H]1CCCC[C@H]1O,-4,-7,.
CCCCC(O)CN1CCc2nc(Cc3cccc(C)c3)[nH]c(=O)c2C1 (configuration not stated),-7,3,-6
CC(C)C(=O)N=c1sc2cc(Cl)cc(Cl)c2n1C,-4,13,-8
CC(C)N1CCC(N2CCN(Cc3cccc4c3OCO4)CC2CCO)CC1 (configuration not stated),-4,10,-15
NC1=NC(c2ccccc2I)n2c(nc3ccccc32)N1 (configuration not stated),-5,2,.
Cc1cc(C(=O)N2CC[C@H]3CC(=O)N(CCN4CCNC4=O)CC[C@H]3C2)no1,-2,-13,0
O=C1Nc2ccccc2C1C=NN1CCCCC1 (configuration not stated),-2,2,-5
CC(N)c1csc(Nc2cc(Oc3ccccc3)ncn2)n1 (configuration not stated),-9,-2,-8
C=C(C)CNC(=S)NNC(=O)c1cccc(C)c1[N+](=O)[O-],0,1,-2
C[C@@H]1[C@H]2C[C@@H](C[C@H]1NC(=O)c1ccc(CSc3ccc4ccccc4n3)cc1)C2(C)C,-2,-7,0
c1ccc(-c2nnc(Cn3c4ccccc4c4nc5ccccc5nc43)o2)cc1,-8,-1,-6
CCCCN(C(=O)CCl)C(C)c1nc2ccccc2c(=O)n1-c1ccccc1Cl (configuration not stated),-12,.,-5
COc1cccc(OCc2nc(-c3ccc(Br)o3)no2)c1,1,-1,.
Cc1ccc2nc(N(CCCN(C)C)C(=O)c3cccs3)sc2c1,-7,30,-5
Cc1cc(C)c(NC(=O)CCCn2nc(-c3ccc(Cl)cc3)ccc2=O)c(C)c1,-7,7,-11
CCc1nccn1C(C)C(=O)O (configuration not stated),-6,0,-8
CC(C)(C)c1ccc(CSc2ncccc2C(=O)NCCCN2CCOCC2)cc1,6,-1,5
O=C(CCCc1cccs1)NC1CCCN(c2ccc(C(F)(F)F)cn2)C1 (configuration not stated),-5,9,-8
COC(=O)CN1CCN(c2nc3c(c(=O)[nH]c(=O)n3C)n2CCC(C)C)CC1,4,-8,.
CCCn1cnnc1CNC1CSCCSC1,2,-2,.
N#CCNC(=O)c1cc2nc(-c3ccccc3)cc(C(F)(F)F)n2n1,-6,-8,-6
O=C(c1ccc2c(c1)OCO2)N1CCCC(c2nc(-c3cccnc3)ncc2-c2ccccc2F)C1 (configuration not stated),1,-4,-2
CN(CCc1c[nH]c2ccccc12)C(=O)c1cncn1-c1ccc(-c2cc(C(F)(F)F)cc(C(F)(F)F)c2)cc1,1,13,-7
Cc1n[nH]c(=S)n1C1CC1,-7,4,.
CCC(CC)C(=O)N1c2cccc3c2[C@@H](C[C@H]1C(=O)NC)CN(Cc1ccc(OC)cc1)C3=O,-8,0,-7
Cc1csc(-c2nonc2N)n1,-3,3,.
CCc1[nH]c2ccc(CNC(=O)c3ccc(Cn4ccnc4)o3)cc2c1C,-7,-2,.
O=C(O)C1C2CC(c3ccccc3)C(C2)C1C(=O)O (configuration not stated),-9,9,.
COc1ccccc1C(=O)COC(=O)CNS(=O)(=O)c1ccc(Br)cc1,-19,18,-7
C=CCNC(=O)Cn1c(-c2nnc(CC)o2)cc2ccccc21,-4,0,-9
CC(C)NC(=O)N(Cc1cc(NC(=O)C2CCC2)ccc1N(C)C)CC1CCCO1 (configuration not stated),-6,19,-6
CCCc1cc(=O)[nH]c(-n2nc(C)cc2NC(=O)c2cccc(OC)c2)n1,-5,14,-7
CN(CC(=O)Nc1ccc(F)c(F)c1F)C(=O)CNC(=O)c1ccc(Cl)c(Cl)c1,-8,10,.
CC1(C)CC(=O)C(=C2SCCS2)C(=O)C1,1,4,.
Cc1cc(OCC2CN(C(=O)CCOc3ccc(Cl)cc3)CCO2)ccc1Cl (configuration not stated),-5,5,-7
O=C(Cc1cccnc1)N1CCN(c2nnc(C(F)(F)F)s2)CC1,-7,-4,.
Cc1cccc(C2=N/C(=C\c3ccc4c(c3)OCO4)C(=O)O2)c1,-1,15,0
CS(=O)(=O)c1ccc(NS(=O)(=O)c2ccc(Cl)c(O)c2)cc1,-4,1,.
# (more compounds)
SMILES,hcGAS inh,NPYLR7 agonist,mcGAS inh
Cc1cc2nc(-c3ccccc3)c(N3CCN(C(=O)c4ccc(C#N)cc4)CC3)nc2cc1C,-8,.,-5
CCCc1ccc(S(=O)(=O)N2CCN(C(=O)c3ccco3)CC2)cc1,3&-4,12&-7,.
Cc1ccccc1CSc1nnc(C(C)NC(=O)Nc2ccccc2F)n1-c1cc(Cl)ccc1C (configuration not stated),1,-4,1
CCNC(=O)N1CCC(NC2CCN(C(C)C)CC2)CC1,-12,9,.
Clc1ccc(CCCOCCCN2CCCCC2)cc1,-9,8,.
COc1ccc(C(=O)C(C)Sc2nnc(-c3cccs3)n2C)cc1 (configuration not stated),-7,8,.
N#C/C(C(N)=O)=C1/SC(Cc2cccc([N+](=O)[O-])c2)C(=O)N1c1ccccc1 (configuration not stated),-5,-2,-9
CN1CCN(c2nc3c([nH]2)c(=N)ncn3CC(O)CO)CC1 (configuration not stated),-7,1,.

# Bioassay records as filed in PubChem.
